# Dengue-2 NS5 capping: Dengue-2 NS5 methyltransferase inhibitors, primary screen, biochemical, confirmation dose response (AID 588689); Dengue-2 NS5 methyltransferase capping enzyme assay, biochemical; higher % means a stronger effect; Genome polyprotein (Dengue virus type 2 (strain 16681-PDK53)); hit rate 0.3% among 340,000; one-dose inhibition, % at 25 µM; IC50 in µM for titrated hits; in the data active = a potency from the dose series
# Dengue-2 NS5 capping pilot replicate: second read-out of Dengue-2 NS5 capping, no call of its own (marks repeat the call); inhibition, %; measured here: pilot screen replicate inhibition
# * hit, by the source's call. A portion of the library, so the mix of outcomes need not match the whole.
SMILES,Dengue-2 NS5 capping,others
C[C@@H]1CN([C@H](C)CO)C(=O)c2cc(NS(=O)(=O)c3ccc(F)cc3)ccc2O[C@@H]1CN(C)Cc1ccc(Cl)c(Cl)c1,-5.0%,Dengue-2 NS5 capping pilot replicate=-0.9
COc1ccc(-c2sc3cc(OC)c(OC)cc3c2-c2ccc(O)cc2)cc1,4.3%,Dengue-2 NS5 capping pilot replicate=3.0
CC(C)c1ccccc1OCC(=O)Nc1cc(S(=O)(=O)N2CCOCC2)ccc1N1CCCC1,-5.8%,
O=C1OCCN1C(=O)[C@H]1[C@H](c2ccccc2)C(c2ccc(F)cc2)=NN1c1ccc(Br)cc1,-4.3%,Dengue-2 NS5 capping pilot replicate=-5.1
Cc1ccc(S(=O)(=O)N2CCOCC2)cc1NC(=O)COC(=O)C1=COCCO1,2.9%,
COC(=O)c1ccc(CNC(=O)c2ccc(OC)c(S(=O)(=O)NC3CCCC3)c2)cc1,-3.3%,
COc1ccc(S(=O)(=O)N(C)C[C@H]2OCc3cnnn3CCCC(=O)N([C@H](C)CO)C[C@H]2C)cc1,-5.1%,
Cc1cc(=O)[nH]c(SCC(=O)NC2CCCCCC2)n1,-6.4%,
C/C=C/c1ccc(O)c(OC)c1,-8.7%,
OCc1ccc(N=Nc2ccccc2)cc1,-3.1%,
O=C(NCCC1=CCCCC1)c1ccc(-n2cncn2)cc1,-1.1%,
COc1ccc(NS(=O)(=O)c2cc(NC(=O)C3=NN(c4ccccc4)C(=O)CC3)ccc2OC)cc1,-5.8%,

# As a short view, part of the list above:
SMILES,Dengue-2 NS5 capping,others
Cc1cc(=O)[nH]c(SCC(=O)NC2CCCCCC2)n1,-6.4%,
C/C=C/c1ccc(O)c(OC)c1,-8.7%,
OCc1ccc(N=Nc2ccccc2)cc1,-3.1%,
O=C(NCCC1=CCCCC1)c1ccc(-n2cncn2)cc1,-1.1%,
COc1ccc(NS(=O)(=O)c2cc(NC(=O)C3=NN(c4ccccc4)C(=O)CC3)ccc2OC)cc1,-5.8%,

# Further compounds.
SMILES,Dengue-2 NS5 capping,others
O=C(NCC(c1ccco1)N1CCN(c2ccccc2)CC1)c1ccco1 (stereo not given),-4.3%,
CCc1ccc(NC(=O)COC(=O)c2nc3nc(C)cc(C)n3n2)cc1,-13.3%,
Cc1ccc(S(=O)(=O)NCC(=O)OCC(=O)Nc2ccc3c(c2)OCCO3)cc1,-3.6%,
CCN(C(=O)COC(=O)CNC(=O)C1CCCCC1)c1ccccc1,3.6%,
Cc1cc(C)n2nc(C(=O)OCC(=O)Nc3ccc(C)c(S(=O)(=O)N(C)C)c3)nc2n1,-0.8%,
Cc1ccc(NC(=O)c2cc(=O)[nH]c3ccc(S(=O)(=O)N4CCOCC4)cc23)cc1,4.4%,
CCN(CC)C(=O)C1=C(C)N(Cc2ccccc2)C(=O)C(CC(=O)NCc2ccco2)C1 (stereo not given),2.2%,
COc1ccc2c(c1)[C@@H]1[C@H](CO2)[C@H](c2ccccc2)[C@]2(C)C(=O)NCC(=O)N12,-3.8%,
O=C(COc1cccc(Cl)c1)NCC(c1cccs1)N1CCOCC1 (stereo not given),-5.3%,
O=S(=O)(N(Cc1ccccc1)[C@@H](CO)Cc1ccccc1)N(Cc1ccccc1)[C@@H](CO)Cc1ccccc1,-10.8%,
O=C(COC(=O)c1ccc(F)cc1F)NCc1ccc2c(c1)OCO2,5.9%,
CC(C)[C@H](N)C(=O)NC[C@H]1O[C@@H](n2cnc3c(N)ncnc32)[C@H](O)[C@@H]1O,-4.0%,Dengue-2 NS5 capping pilot replicate=2.4
Cc1cc2nc3n(c2cc1C)CC1CC(C(=O)NCCC(C)C)N(C)C31 (stereo not given),-4.8%,
Nc1ccc2c(c1)C(=O)c1ccc(Br)cc1-2,1.2%,
Cc1cccnc1NC(=O)CNC(=O)C12CC3CC(CC(C3)C1)C2,0.0%,
COc1cccc(NC(=O)C(C)OC(=O)c2n[nH]c3ccccc23)c1 (stereo not given),-1.4%,
Cc1ccccc1NC(=O)Cc1nc(COC(=O)Cc2c(F)cccc2Cl)cs1,0.0%,
Cc1noc(C)c1NC(=O)Nc1cccc2c1O[C@@H](CN(C)C(=O)Nc1ccc3c(c1)OCO3)[C@@H](C)CN([C@H](C)CO)C2=O,-0.8%,
Cc1cc(C(=O)OCC(=O)NC2CCCCC2C)c2ccccc2n1 (stereo not given),0.7%,
COc1cc(OC)c(C=NNC(=S)NC23CC4CC(CC(C4)C2)C3)c(OC)c1,-11.6%,
O=C(NCc1ccccc1CN1CCCC1)c1cccc(N2CCCC2=O)c1,-10.1%,
COc1ccc(CC(=O)NCCS(=O)(=O)N2CCN(c3ccccc3)CC2)cc1OC,5.8%,
COc1cc(CC(CC(=O)c2ccc3c(c2)OCO3)C(=O)O)cc(OC)c1OC (stereo not given),4.7%,
COc1ccc(CCN2CC(C(=O)OCC(=O)N(C)CC(=O)Nc3ccccc3Cl)CC2=O)cc1OC (stereo not given),3.6%,
CCN(CC)S(=O)(=O)c1ccc(C)c(NC(=O)CNc2cccc(S(=O)(=O)N3CCCC3)c2)c1,-9.4%,
COc1ccc(-c2csc3ncnc(N4CCN(S(=O)(=O)c5ccc(Cl)s5)CC4)c23)cc1,0.0%,
COc1ccccc1C(=O)Nc1ccc(S(=O)(=O)N2CCN(C)CC2)cc1,4.7%,
CC(C)C[C@@H](CO)N(Cc1ccccc1)S(=O)(=O)N(Cc1ccccc1)[C@H](CO)CC(C)C,-7.1%,
CCN(c1ccccc1)S(=O)(=O)c1ccc(OC)c(NC(=O)C2CC2)c1,-4.8%,
O=C(CSc1nc2ccccc2o1)Nc1nc2c(s1)CCCC2,-7.5%,
O=C(O)C1(Nc2ccc(Br)cc2)CCCC1,4.7%,
CN(CC(=O)Nc1cccc(F)c1)C(=O)CCN1C(=O)C2CC=CCC2C1=O (stereo not given),-3.0%,
CCN(CC)C(=O)c1cccc(NC(=O)CCc2nc3sc4c(c3c(=O)[nH]2)CCCC4)c1,2.9%,
O=C(CSc1nnc2ccc(-c3ccccn3)nn12)N1CCCC1,2.3%,
COCOCCn1cc(CN2CCS(=O)(=O)N(Cc3ccc(-c4ccc(F)cc4)cc3)C(CC(C)C)C2=O)nn1 (stereo not given),4.1%,
CCOC(=O)CCCCCC(=O)Nc1ccc2c(c1)C(=O)N([C@@H](C)CO)C[C@@H](C)[C@H](CN(C)C(=O)Nc1ccccc1)OCCCC[C@H](C)O2,-0.6%,
COc1ccc(CN2C(=O)C(CC(C)C)Nc3ncnc(N4CCN(c5ccccc5)CC4)c32)cc1 (stereo not given),0.0%,
CC1CC(C)CN(C(=O)C(C)N2CCN(S(=O)(=O)c3ccc(C(F)(F)F)cc3)CC2)C1 (stereo not given),-5.5%,
CC(=O)Nc1ccc(C(=O)OCC(=O)N2CCC(Cc3ccccc3)CC2)cc1,-6.6%,
CN(C(=O)c1ccc(NC(=O)Cc2cccc(NC(=O)C3CCCN(C(=O)C4CCC4)C3)c2)cc1)C1CCCC1 (stereo not given),-6.0%,
O=C(CSc1ncccn1)NC1CCCC1,0.6%,
CCN(CC)C(=O)[C@H]1C[C@H](CC(=O)NC/C=C(\C)CCC=C(C)C)C(=O)N2CCc3c([nH]c4cc(CCC(=O)N(C)C)ccc34)[C@]12C,4.0%,Dengue-2 NS5 capping pilot replicate=-0.6
Cc1ccccc1NC(=O)COC(=O)COc1ccc2ccc(=O)oc2c1,1.7%,
Cc1cccc(C)c1NC(=O)CNC(=O)CNC(=O)c1ccc2c(c1)OCO2,-12.5%,
CCN1C(=O)NC(c2ccccc2)(c2ccccc2)C1=O,-10.1%,
CCCCN1C(=O)C(=O)N(CC(=O)Nc2cc(S(=O)(=O)N(C)C)ccc2C)C1=O,-4.4%,
O=C(CCN=C1NS(=O)(=O)c2ccccc21)Nc1ccc(F)cc1Cl,8.1%,
Cc1cc(Cl)c(C)c(S(=O)(=O)Oc2ccccc2NC(=O)CCC(=O)O)c1Cl,-13.2%,
Clc1ccccc1NCSC1=NCCS1,-3.1%,
COCC(C)n1c(SCC(=O)Nc2cccnc2Cl)nc2ccccc2c1=O (stereo not given),-4.0%,
CCCC[C@@H]1C=C(C(=O)O)[C@H](c2ccc3c(c2)OCO3)N1S(=O)(=O)c1ccc(C)cc1,-4.0%,Dengue-2 NS5 capping pilot replicate=-6.1
COc1ccc(-c2oc(=O)c3cc(OC)c(OC)cc3c2/C=C/c2cccc([N+](=O)[O-])c2)cc1,1.4%,
COc1ccc(N2C(=NC(=O)c3ccc(Br)cc3)SC3CS(=O)(=O)CC32)cc1 (stereo not given),-8.8%,
CCOc1ccc(NC(=O)c2ccc(F)c(S(=O)(=O)N3CCCC3)c2)cc1,6.0%,
O=S(=O)(Nc1cccc(-c2ccc(N3CCOCC3)nn2)c1)c1cc(Cl)ccc1Cl,-2.9%,
CC1=C(C#N)C(C)(C)C(C#N)=C(C)N1,-4.0%,
CCOC(=O)C1CCN(C(=O)COC(=O)c2cc([N+](=O)[O-])ccc2N2CCOCC2)CC1,-4.4%,
CCC(=O)N(c1nnc(SCC(=O)Nc2ccccc2Cl)s1)C1CC1,1.5%,
CCCCn1c(N)c(N(CCOC)C(=O)CC(NC(=O)c2ccccc2Cl)c2ccccc2)c(=O)[nH]c1=O (stereo not given),4.5%,
Cc1cc(Br)ccc1NC(=O)CN(C)C(=O)c1ccc(-n2cncn2)c([N+](=O)[O-])c1,-5.5%,

# (next part)
SMILES,Dengue-2 NS5 capping,others
Cc1cccc(C)c1NC(=O)CNC(=O)CN1C(=O)NC2(CCc3ccccc32)C1=O (stereo not given),-17.7%,
CCOc1ccc(NC(=O)CN(C)C(=O)CCCc2c[nH]c3ccccc23)cc1OCC,-2.9%,
CCC(C)N(C(=O)CSc1nc(-c2cccs2)nc2ccccc12)C1CCS(=O)(=O)C1 (stereo not given),-3.7%,
CC(=O)OCC(=O)C1CCC2C3CC=C4CC(O)CCC4(C)C3CCC12C (stereo not given),-0.7%,
CCCCN1CCNC[C@@H]1Cc1ccccc1,-10.4%,
CCn1c(CN2CCC(C)CC2)nc2cc(S(=O)(=O)N3CCCCC3)ccc21,5.2%,
CC(C)(C)CC(=O)Nc1ccc(S(=O)(=O)NC2=NCCCCC2)cc1,-7.4%,
O=C(COc1ccccc1F)Nc1ccccc1C(=O)NC1CC1,-8.8%,
O=C(NNC(=O)c1ccccc1-n1cccc1)c1cccnc1,4.4%,
Cc1ccc(C(=O)OCC(=O)N2CCC(c3ccccc3)=N2)c(C)c1,1.4%,
Cc1ccc(Oc2ccc(NC(=O)C3=CC=CN4CCS(=O)(=O)N=C34)cc2)cc1,-6.0%,
CCc1nnc(NC(=O)c2oc3ccc(Br)cc3c2C)s1,-3.2%,
Cc1ccc(C(=O)OCC(=O)NNC(=O)c2ccc([N+](=O)[O-])cc2)o1,2.2%,
O=C(CC(=O)OCc1ccccc1)OCc1ccccc1,0.0%,
CC(C)(C)OC(=O)N1CCN(Cc2ccc(F)c(B(O)O)c2)CC1,-6.5%,
CCN(C(=O)COC(=O)c1cccnc1)c1cccc2ccccc12,-6.6%,
CCC1NC(=O)c2cc(S(N)(=O)=O)c(Cl)cc2N1 (stereo not given),0.0%,
S=C1SCN(Cc2cccs2)CN1Cc1cccs1,-2.3%,
NCCc1ccn[nH]1,-5.1%,
O=S(=O)(c1cccc(-c2n[nH]c(=S)n2-c2ccc(OC(F)(F)F)cc2)c1)N1CCOCC1,5.9%,
CC(OC(=O)C1CCC1)C(=O)Nc1cc(Cl)cc(Cl)c1 (stereo not given),2.2%,
COc1ccc(CCNC(=O)CSC2=NS(=O)(=O)c3cc(F)ccc3N2)cc1OC,3.4%,
COC(=O)[C@@H]1C[C@@H](C(=O)O)[C@H](C)C1(C)C,-7.9%,
CN1CCn2cnc(C(=O)NCCCCCNC(=O)OC(C)(C)C)c2C1=O,1.2%,

# 4 structures already listed, ordered by length of the SMILES, smallest number first.
SMILES,Dengue-2 NS5 capping,others
NCCc1ccn[nH]1,-5.1%,
CCC1NC(=O)c2cc(S(N)(=O)=O)c(Cl)cc2N1 (stereo not given),0.0%,
CC(OC(=O)C1CCC1)C(=O)Nc1cc(Cl)cc(Cl)c1 (stereo not given),2.2%,
Cc1ccc(C(=O)OCC(=O)NNC(=O)c2ccc([N+](=O)[O-])cc2)o1,2.2%,

# Next compounds.
SMILES,Dengue-2 NS5 capping,others
Cc1cc(C)n(CC(C)(O)c2ccccc2)n1 (stereo not given),0.8%,
CC1CCCCC1NC(=O)COC(=O)COc1ccccc1F (stereo not given),5.6%,
COc1cc(C)cc(OC)c1OCC(=O)Nc1cc(C)on1,-5.2%,
O=C1OCCN1C(=O)[C@H]1[C@H](c2ccc(Cl)cc2)C(c2ccc(F)cc2)=NN1c1ccccc1,-4.3%,Dengue-2 NS5 capping pilot replicate=0.9
CC(C)(C)S(=O)N1Cc2cc(CO)cc(-c3ccccc3)c2[C@H]1CCO (stereo not given in full),-17.2%,Dengue-2 NS5 capping pilot replicate=-3.7
CCOc1ccc(OCC(=O)OC(C)C(=O)NC2CCCCC2C)cc1 (stereo not given),-3.7%,
COc1cc(C)ccc1OCC(=O)Nc1nnc(C2CC2)s1,5.1%,
COC(=O)c1cccc(F)c1C(=O)c1cccc2ccccc12,-4.3%,
Cc1c(Br)cnn1C(C)C(=O)N1CCN(c2ccccc2F)CC1 (stereo not given),-6.6%,
CCOC(=O)c1c(C)[nH]c(C)c1C(=O)COC(=O)c1sccc1C,-5.4%,
O=c1[nH]cnc2c1ncn2C1OC(CO)C(O)C1O (stereo not given),-5.2%,
OCC1OC2C(NC(=S)N2c2ccccc2)C(O)C1O (stereo not given),0.8%,
O=C1CC2(CCN(C(=O)c3ccc([N+](=O)[O-])cc3)CC2)Oc2ccccc21,0.0%,
CCN(CC(=O)Nc1c(F)cccc1F)C(=O)c1cc(S(=O)(=O)N(C)C)ccc1N1CCCC1,-6.5%,

# From PubChem
